ELG1 genotox – genotoxicity induction in ELG1-luciferase HEK293T cells | AID 504466 | HEK293T ELG1-luciferase reporter, luminescence, 16 h | Potency, µM (highest dose often 46 µM), without a hit: top-dose activity change, positive = activation, hits mostly activators | 1.3% of 330,000 active; also: % of control where 0% means no effect; nearly all actives have a fitted effect of over 60% in size
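Genotoxicity was scored as increased ELG1-luciferase reporter signal, measured by ONE-Glo luminescence (30 min, room temperature). Compound or vehicle exposure of the HEK293T reporter cells lasted 16 hr at 37°C.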
FLuc counter – firefly luciferase modulation, counter-screen for miR-21 project; purified FLuc, Km substrates, luminescence inhibition; 6.9% of 360,000 active; Potency, µM (doses to about 57.5 µM), for inactives: top-dose activity change, negative = inhibition, most hits filed as inhibitors; P08659;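 also: plate controls were vehicle for no effect and reference inhibitor for full effect; nearly all actives have a fitted effect of over 55% in size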
Target sequence (P08659 whole entry, looked up): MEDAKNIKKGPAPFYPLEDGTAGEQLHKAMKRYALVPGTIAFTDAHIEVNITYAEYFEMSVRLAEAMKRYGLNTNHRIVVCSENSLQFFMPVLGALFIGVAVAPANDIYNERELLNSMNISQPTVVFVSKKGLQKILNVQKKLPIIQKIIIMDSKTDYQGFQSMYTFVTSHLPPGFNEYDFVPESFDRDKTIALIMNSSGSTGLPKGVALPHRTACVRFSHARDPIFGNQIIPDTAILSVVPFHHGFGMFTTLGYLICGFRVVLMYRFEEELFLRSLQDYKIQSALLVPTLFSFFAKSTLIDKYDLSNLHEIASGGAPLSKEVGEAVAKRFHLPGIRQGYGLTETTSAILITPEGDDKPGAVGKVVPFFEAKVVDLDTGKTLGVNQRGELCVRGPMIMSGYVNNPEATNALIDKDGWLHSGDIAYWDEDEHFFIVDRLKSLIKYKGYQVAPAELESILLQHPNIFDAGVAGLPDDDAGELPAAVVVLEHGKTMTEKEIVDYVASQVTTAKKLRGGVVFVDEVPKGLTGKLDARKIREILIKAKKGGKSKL
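Purified P. pyralis luciferase (10nM final) with 10uM D-luciferin and 10uM ATP (Km levels) in 50mM Tris acetate pH 7.5, 10mM Mg acetate, 0.01% Tween-20, 0.05% BSA; qHTS 6-point titration, ~60 µM downward; luminescence read.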
RORg inh – blocks mouse ROR gamma transcriptional activity; P51450; Drosophila S2 Gal4-RORgamma UAS-luciferase reporter, 20 h; Potency, µM (titrated, usually from 53.6 µM), without a hit: at the top dose activity change, negative = inhibition, most hits filed as inhibitors; 5.4% of 310,000 active; also: % is scaled to controls: 0 for no effect and ±100 for the full control effect; nearly all actives have a fitted effect of over 60% in size
Target sequence (P51450 whole entry, looked up, the tested form may be a part): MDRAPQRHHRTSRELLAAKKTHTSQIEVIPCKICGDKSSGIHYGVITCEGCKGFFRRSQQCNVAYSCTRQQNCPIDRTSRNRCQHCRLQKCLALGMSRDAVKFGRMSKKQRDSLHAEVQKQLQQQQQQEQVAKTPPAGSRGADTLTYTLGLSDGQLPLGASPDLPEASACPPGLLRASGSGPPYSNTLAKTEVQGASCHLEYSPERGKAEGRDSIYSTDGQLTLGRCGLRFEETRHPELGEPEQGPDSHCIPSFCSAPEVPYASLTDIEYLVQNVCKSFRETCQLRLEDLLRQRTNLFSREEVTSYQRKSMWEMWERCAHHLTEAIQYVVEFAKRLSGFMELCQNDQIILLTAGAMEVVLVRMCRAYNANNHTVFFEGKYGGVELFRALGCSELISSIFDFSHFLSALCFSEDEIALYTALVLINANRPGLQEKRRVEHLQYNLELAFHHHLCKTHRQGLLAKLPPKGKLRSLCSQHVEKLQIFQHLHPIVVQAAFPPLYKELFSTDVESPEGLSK
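Schneider cells (Drosophila), stable Gal4 DBD–ROR gamma + UAS-luc; 1 hr cmpd preincubation; Cu2+ induction 700 uM final; 20 hr ambient; luminescence.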
uPA surface inh – blocks generation of uPA at the cell surface | Potency, µM (highest dose often 38.3 µM), inactives show at the top dose activity change, negative = inhibition, hits mostly inhibitors | cell surface uPA generation assay, qHTS | 0.31% of 330,000 active; active = well fitted inhibition curve with a large enough effect; inconclusive = small, poorly fitted or top-dose-only effect; inactive = no such curve, though single readings can be large or run the other way; tested in mouse RAW 264.7 cells; also: % is scaled to controls: 0 for no effect and ±100 for the full control effect; nearly all actives have a fitted effect of over 55% in size
p53 reactivation – restores transcriptional activity of mutant p53. H1299 p53-A138V BP100-luciferase reporter, luminescence, 24 h. Potency, µM (titrated, usually from 92.2 µM), for the others: at the top dose activity change, positive = activation, actives largely listed as activators. 0.063% of 320,000 active; also: % of control where 0% means no effect; nearly all actives have a fitted effect of over 45% in size
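H1299 (p53-null), stable ts p53-A138V + BP100-Luc; 1000 cells/well, Opti-MEM/10% FBS; cpd 4 pt, 1:5; 24 h, 37 deg C, 5% CO2; detection reagent 10 min RT; luminescence.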
BRCA1 expr act – activators of BRCA1 expression. MCF7-BRCA1-FFLuc reporter, luminescence, 48 h; response scale: scaled: vehicle 0%, 10 µM genistein 100%. Potency, µM (series often up to 46.1 µM), inactives show top-dose activation, usual class: activators. 1.1% of 380,000 active; also: nearly all actives have a fitted effect of over 80% in size; some results filed as inactive show a strong effect at the top dose
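Luminescence from a BRCA1-driven firefly luciferase in MCF7 cells was read after 48 h compound exposure at 37 C. Data normalized against DMSO and a 10microM genistein activation control, then curve-fitted across the titration.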
NPC1 prom act – activates the NPC1 promoter | AID 485313 | Huh7 NPC1 promoter luciferase reporter, 24 h | 2.4% of 320,000 active | Potency, µM (series often up to 9.22 µM), without a hit: at the top dose activation, most hits filed as activators;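 also: % of control where 0% means no effect; nearly all actives have a fitted effect of over 60% in size; reporter is driven by a mutant NPC1 promoter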
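Quantitative HTS used a cell-based reporter: Huh7 cells stably bearing the NPC1 promoter upstream of luciferase were treated with compounds for 24 h, and promoter activation was read as luminescence.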
MBNL1-CUG inh – blocks human MBNL1 binding to CUG repeat RNA; Q9NR56; TR-FRET MBNL1-His/biotin-(CUG)12 binding, 665/545 ratio; Potency, µM (series often up to 57.5 µM), for the others: top-dose activity change, negative = inhibition, actives largely listed as inhibitors; 0.036% of 280,000 active; AID 2675; active = well fitted inhibition curve with a large enough effect in the signal ratio, with a control signal flat, not every such curve was filed as active; inconclusive = small, poorly fitted or top-dose-only effect, or effect the other way, or a change in a side signal; inactive = no such curve, though single readings can be large or run the other way; the % refers to the signal ratio; also: % is scaled to controls: 0 for no effect and ±100 for the full control effect
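His-tagged MBNL1 binding to biotinylated (CUG)12 RNA was measured by TR-FRET using terbium anti-His antibody (0.055 ng/ul final) and streptavidin-XL665 (5 nM final). Compounds were titrated 92 nM to 58 uM; 60 min at room temperature.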
Gal4-VP16 FLuc – counter-screen for ROR gamma inhibitors: Gal4-VP16 reporter; Potency, µM (doses to about 53.6 µM), for inactives: top-dose activity, negative = inhibition, actives largely listed as inhibitors; 3.5% of 310,000 active; Drosophila S2 Gal4-VP16 UAS-luciferase, luminescence, 20 h; AID 2546;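 also: Gal4-VP16 expression switched on by copper sulfate through the metallothionein promoter; % is scaled to controls: 0 for no effect and ±100 for the full control effect; nearly all actives have a fitted effect of over 50% in size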
Rab9 prom act – Rab9 promoter activation. Potency, µM (titrated, usually from 9.22 µM), inactives show at the highest dose activation, negative = inhibition, actives largely listed as activators. 2.8% of 320,000 active. Huh7 Rab9 promoter-luciferase reporter, luminescence, 24 h; also: % of control where 0% means no effect; nearly all actives have a fitted effect of over 60% in size
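Stable Rab9-luc Huh7, 1500 cells/well, 2 h settle; cmpd in DMSO, 24 h, 37 °C/5% CO2; luciferase reagent 10 min RT; luminescence.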
Active calls of the source: *; ? = inconclusive; . = not tested or not shown; [ ] = dose if it differs, or a comment. Unless noted, calls follow the shape of the dose curve; as a rule, active = well fitted curve in the direction sought with a large enough effect; inconclusive = small, poorly fitted or top-dose-only effect, or another doubt; inactive = no such curve, though single readings can be large; an effect the other way counts as inactive or inconclusive. Potency is read from the fitted curve at half-maximal effect.

SMILES	ELG1 genotox	FLuc counter	RORg inh	uPA surface inh	p53 reactivation	BRCA1 expr act	NPC1 prom act	MBNL1-CUG inh	Gal4-VP16 FLuc	Rab9 prom act
COc1ccc(CC(=O)Nc2ccccc2NC(=O)Cc2ccc(OC)cc2)cc1	-5%	-2%	0%	13%	1%	-2%	4%	2%	3%	-1%
Cc1ccc(NC(C(N)=O)c2c(C)[nH]c(=O)[nH]c2=O)cc1 (stereo not drawn)	-2%	-3%[2.3 µM]	-10%	-3%	-3%	16%	-1%	-8%	2%	-1%
CC1(c2ccc(OCC#N)cc2)C=C(c2ccc(OCC#N)cc2)n2nc(C(F)(F)F)nc2N1 (stereo not drawn)	-14%	0%	?	-15%	-19%	-87%	-2%	.	-11%	-7%
CN(CC(=O)Nc1cccc(F)c1)C(=O)/C=C/c1ccc2ccccc2n1	-9%	-3%	12%	-6%	5%	2%	-6%	17%	-11%	1%
CCOC(=O)c1c(NC(=O)C(C)Sc2cccc[n+]2[O-])sc2c1CCN(Cc1ccccc1)C2 (stereo not drawn)	-2%	3%	-1%	-10%	0%	-23%	-4%	6%	-14%	0%
CC1CS(=O)(=O)CCN1N=Cc1ccc([N+](=O)[O-])o1 (stereo not drawn)	-11%	-1%	.	35%[activator]	10%	-47%	-1%	.	.	4%
COc1ccc([C@H]2Oc3cc(O)cc(O)c3C(=O)C2[C@@H]2C(=O)c3c(O)cc(O)cc3O[C@@H]2c2ccc(OC)cc2)cc1 (stereo partly drawn)	-6%	-3%	-90%	-12%	-14%	-26%	-7%	-6%	22µM*	0%
CC(C)c1ccc(CNCc2ccccc2)cc1	0%	?	-17%	-3%	2%	71%	1%	-2%	14%	4%
CCOc1ccc(NC(=O)CCC(=O)N/N=C/c2ccc3c(c2)OCO3)cc1	?	-26%	8%	2%	8%	23%	-2%	1%	5%[10 µM]	2%
COCCNc1oc(/C=C/c2ccc(F)cc2)nc1S(=O)(=O)c1ccccc1	2%[9.26 µM]	-2%	2%	7%	-12%	0%	-7%	16%	-6%	0%
CCCn1nnnc1NC(=O)COc1ccc(Cl)c(C)c1	0%	3%	5µM*	1%	-3%	-14%	2%	-8%	4.5µM*	-1%
CCCCn1nc(C(=O)N(CC)CC(=O)Nc2c(F)cccc2F)c2ccccc2c1=O	-3%	2%	.	14%	-10%	-22%	-2%	.	.	-2%
CCn1nc(C(=O)NNC(=O)COc2ccc(OC)cc2)c2ccccc2c1=O	2%	4%	-2%	-2%	-8%	-7%	2%	3%	-1%	-3%
OCCC1CN(Cc2ccc3cc(Cl)ccc3n2)CCN1Cc1ccsc1 (stereo not drawn)	-8%	2%	-15%	-3%	1%	-46%	-6%	-1%	-13%	8%
Cc1ccsc1C(=O)C1CCCN(Cc2cccn2-c2ccc(Cl)cn2)C1 (stereo not drawn)	-6%	-1%	9%	?	-1%	-66%	1%	13%	-9%	-1%
CCCCC(CC)CNS(=O)(=O)c1ccc2c(c1)CCN2C(=O)CCC(=O)O (stereo not drawn)	-4%	0%	-1%	.	-1%	-15%	-5%	-12%	2%	0%
COc1cccc(CNC(=O)CSCc2cnn(-c3ccccc3)c2-n2cccc2)c1	-10%	4%	23%	4%	-3%	-1%	0%	20%	-4%	-4%
CC(Sc1ccccc1)C(=O)NN=C1CCCCCC1 (stereo not drawn)	0%	-8%	-6%	6%	-7%	4%	-2%	-5%	-9%	-1%
O=C(Cn1cnc2c(OCc3ccccc3)ncnc21)NCc1ccccc1	-2%	.	.	?	22%	-40%	.	.	.	.
O=S(=O)(Nc1ccc(Cc2ccncc2)cc1)c1ccc(Cl)cc1	0%	-20%	-6%	2%	3%	-40%	-5%	-11%	3%	-4%
CC(C)n1nnc2ccccc2c1=O	-2%	2%	21%	1%	7%	0%	0%	-9%	-30%	0%
Cc1cc(NC(=O)c2ccc(NC(=O)C(C)C)cc2)no1	?	?	20%	-6%	20%	?	14%	-2%	5%	?
COc1ccc(Oc2ccccc2C=O)cc1	-1%	-8%	-11%	-4%	3%	-7%	-3%	1%	-6%	2%
Cc1ccc(OCC(=O)OC(C)CN(C)Cc2ccccc2)cc1 (stereo not drawn)	1%	5%	37%	-4%	-8%	-8%	8%	-23%	-12%	7%
CC1(C)C(=O)OC(c2ccco2)C(C)(C)C1=O (stereo not drawn)	-1%	0%	5%	2%	0%	-3%	-1%	4%	4%	0%
CC1CCCN(S(=O)(=O)c2cc(C(=O)NCc3ccco3)ccc2Cl)C1 (stereo not drawn)	-5%	.	.	?	2%	-28%	.	.	.	.
Cc1csc(N2CCN(c3cc4nc(-c5ccncc5)[nH]c4cc3Cl)CC2)n1	-7%	-6%	31%	2%	.	0%	1%	-4%	-1%	0%
CCOc1ccc(C2/C(=C(\O)c3ccc(OC)c(OC)c3)C(=O)C(=O)N2c2cc(C)on2)cc1OC (stereo not drawn)	1%	10%	0%	2%	-8%	10%	-5%	?	-6%	1%
Cc1cc(C)n(-c2cccc(C(=O)O)c2)n1	3%	-9%	-1%	0%	-2%	-5%	-1%	-7%	8%	-6%
COc1ccc(-c2nc(C#N)c(NCCCN(C)C)o2)cc1OC	-1%	-14%	4%	-6%	-13%	24%	2%	10%	0%	-3%
COc1ccc(S(=O)(=O)Nc2ccc(NC(C)=O)cc2)cc1	0%	0%	14%	.	3%	1%	0%	-2%	10%	-5%
COc1ccc(Cl)cc1NC(=O)C1CC(c2ccccc2O)=NO1 (stereo not drawn)	0%	0%	-30%	5%	.	5%	11%	4%	-24%	-4%
Clc1ccc(OCCCCSc2ncccn2)cc1	-2%	?	?	5%	1%	20%	-3%	1%	23%	7%
COc1ccc(CN2CC(=O)N(c3ccccc3OC)C2=S)cc1OC	-6%	-3%	2%	-9%	-3%	-11%	-10%	0%	14%	-6%
CN=C(Nc1cc(C)nn1-c1ccccc1)c1ccccc1	-8%	1%	11%	21%	1%	-2%	0%	2%	14%	-5%
CCCCn1c(SCC(=O)Nc2cc(C)on2)nnc1-c1ccco1	-1%	-1%	34%	-1%	-4%	-46%	-4%	0%	-3%	-1%
Cc1[nH][nH]c(=O)c1C(c1c(C)[nH][nH]c1=O)c1cn(Cc2ccc(F)cc2)c2ccccc12	?	-2%	?	-5%	3%	-24%	-3%	?	-19%	-3%
CCCCCCCCNC(=O)/C(C#N)=C/c1ccc(SC)cc1	-1%	0%	-29%	2%	-3%	-20%	-1%	?	-5%	-2%
COc1ccccc1NC(=O)Nc1c(C)n(C)n(-c2ccccc2)c1=O	-7%	-1%	-31%[0.365 µM]	.	4%	-13%	3%	-4%	.	-2%
Nc1cccc(Nc2ncnc3ccccc23)c1	-9%	?	3%	5%	.	-19%	4%	-5%	0%	10%

Part of the list above, with values under each structure:
Each structure is followed by: ELG1 genotox	FLuc counter	RORg inh	uPA surface inh	p53 reactivation	BRCA1 expr act	NPC1 prom act	MBNL1-CUG inh	Gal4-VP16 FLuc	Rab9 prom act
- Cc1[nH][nH]c(=O)c1C(c1c(C)[nH][nH]c1=O)c1cn(Cc2ccc(F)cc2)c2ccccc12
  ?	-2%	?	-5%	3%	-24%	-3%	?	-19%	-3%
- Nc1cccc(Nc2ncnc3ccccc23)c1
  -9%	?	3%	5%	.	-19%	4%	-5%	0%	10%
- CN=C(Nc1cc(C)nn1-c1ccccc1)c1ccccc1
  -8%	1%	11%	21%	1%	-2%	0%	2%	14%	-5%
- COc1ccc(S(=O)(=O)Nc2ccc(NC(C)=O)cc2)cc1
  0%	0%	14%	.	3%	1%	0%	-2%	10%	-5%

Going on with the list.
SMILES	ELG1 genotox	FLuc counter	RORg inh	uPA surface inh	p53 reactivation	BRCA1 expr act	NPC1 prom act	MBNL1-CUG inh	Gal4-VP16 FLuc	Rab9 prom act
CCCCn1c(SCC(=O)N(CC)C2CCS(=O)(=O)C2)nnc1C(CC)N(C)C (stereo not drawn)	1%	2%	-22%	0%	4%	11%	2%	-3%	4%	-11%
COc1ccc(N2CCN(C(c3ccccc3)c3sc4nc(C)nn4c3O)CC2)cc1 (stereo not drawn)	-2%	3%	0%	0%	-3%	7%	-2%	7%	8%	2%
COc1cc(/C=N/N2CCN(Cc3ccc(Cl)cc3)CC2)ccc1OC(C)=O	2%	-5%	?	-12%	-3%	-6%	0%	4%	4%	-13%
Cc1ccc(C(=O)CNc2ccc(C)c(Cl)c2)cc1	?	?	3%	-3%	24%	-8%	13%	.	7%	10%
O=C(Cn1cnc2c(OCc3ccccc3)ncnc21)NCC1CCCO1 (stereo not drawn)	0%	.	.	9%	11%	1%	.	.	.	.
NC(=O)C1=C[C@H](c2ccc3c(c2)OCO3)C[C@H](OCc2ccc(CO)cc2)O1	?	15µM*	14%	14%	8%	?	?	-7%	3%	?
CCC(COC(=O)c1ccccc1)Oc1cc(NCc2ccccc2)c2ncn(C(C)C)c2c1 (stereo not drawn)	-7%	.	.	?	-15%	-11%	.	.	.	.
Cc1nnc(N/N=C/c2ccc(-c3ccc(Br)cc3)o2)n1N	3%	?	3.2µM*	-11%	-8%	-12%	-1%	?	8.9µM*	14%
O=c1[nH]c(CN2CCOCC2)nc2scc(-c3ccccc3)c12	-9%	-2%	9%	6%	-3%	-9%	-7%	2%	7%	-6%
COC(=O)[C@]1(Cc2ccccc2)N[C@H](CN(C)S(=O)(=O)c2ccc(C(C)(C)C)cc2)[C@@H]2C(=O)N(C)C(=O)[C@@H]21	0%	.	.	19%	2%	-6%	.	.	.	.
